CXXC DNA block: qHTS Fluorescence Polarization Assay for Inhibitors of MLL CXXC domain - DNA interaction. MLL-CXXC / FITC-HOXA9 DNA fluorescence polarization. AID 2662, 2010. Potency, µM (highest dose often 115 µM), inactives show at the top dose activity change, negative = inhibition, hits mostly inhibitors. 0.037% of 290,000 active; active means well fitted inhibition curve with a large enough effect in the polarisation, with a control signal flat, not every such curve was filed as active; inconclusive means small, poorly fitted or top-dose-only effect, or effect the other way, or a change in a side signal; inactive means no such curve, though single readings can be large or run the other way; the % refers to the polarisation; further: potency means the concentration at half of the fitted maximal effect
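Purified MLL-CXXC (added from a 7 uM solution) was preincubated 5 min at ambient with pinned compounds in 50 mM Tris-HCl pH 7.5, 50 mM NaCl, 1 mM DTT, 0.05% BSA. Fluorescein-labeled HOX-A9 DNA (50 nM solution) followed, 30 min, then polarization read.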
A-T KAP1 phos: qHTS Assay for Identifying a Potential Treatment of Ataxia-Telangiectasia; 0.19% of 320,000 active; […] A-T fibroblasts, KAP-1 phosphorylation AlphaLISA; neocarzinostatin DNA damage 30 min before lysis; Potency, µM (doses to about 57.5 µM), for the others: at the top dose activation, usual class: activators; AID 485349, 2010; further: potency means the concentration at half of the fitted maximal effect; % of control where 0% means no effect; nearly all actives have a fitted effect of over 45% in size
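hTERT-immortalized A-T patient fibroblasts ([…]), 500 cells/well in OPTI-MEM, 1% FBS, got compounds for 60 min, then NCS for 30 min at 37C. Lysates were then assayed for phospho-KAP-1 by AlphaLISA (anti-pKAP1 donor, anti-KAP1 acceptor beads), 6 hr at 25C.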
TCR act: Activators of T cell receptors: qHTS campaign; Potency, µM (titrated, usually from 9.22 µM), without a hit: top-dose activation of IL-2 secretion, actives largely listed as activators; AID 504894, 2011; primary human leukocytes, anti-CD3, IL-2 HTRF, 48 h; 330,000 tested, under 10 active; further: % of control where 0% means no effect
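IL-2 produced over 48 hr by a-CD3 bead-stimulated primary human leukocytes exposed to compounds was detected with a homogeneous time-resolved FRET immunoassay, 665nm acceptor signal after 320nm excitation.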
B2AR arrestin: qHTS assay of beta-arrestin-biased ligands of beta2-adrenergic receptor; Beta-2 adrenergic receptor (Homo sapiens), P07550; Potency, µM (highest dose often 46.1 µM), inactives show at the highest dose activation, usual class: activators; beta-arrestin recruitment to beta2AR, cell-based reporter; 0.02% of 330,000 active;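 further: potency means the concentration at half of the fitted maximal effect; 0% = DMSO controls and full agonism = EC100 isoproterenol or metaproterenol; nearly all actives have a fitted effect of over 65% in size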
TRPV1 ag: HTS Assay for Compounds that Act as Agonists of the Vanilloid Receptor 1. Transient receptor potential cation channel subfamily V member 1 (Homo sapiens), Q8NER1. TRPV1-expressing cells, Fluo-8 calcium influx, agonist mode. activation, % at 8.33 µM. 0.19% of 320,000 active. AID 540275, 2011; in the data active means activation above about 80%; inconclusive means between about 30% and that limit; further: 0% is about no effect
Target sequence (Q8NER1 whole entry, looked up): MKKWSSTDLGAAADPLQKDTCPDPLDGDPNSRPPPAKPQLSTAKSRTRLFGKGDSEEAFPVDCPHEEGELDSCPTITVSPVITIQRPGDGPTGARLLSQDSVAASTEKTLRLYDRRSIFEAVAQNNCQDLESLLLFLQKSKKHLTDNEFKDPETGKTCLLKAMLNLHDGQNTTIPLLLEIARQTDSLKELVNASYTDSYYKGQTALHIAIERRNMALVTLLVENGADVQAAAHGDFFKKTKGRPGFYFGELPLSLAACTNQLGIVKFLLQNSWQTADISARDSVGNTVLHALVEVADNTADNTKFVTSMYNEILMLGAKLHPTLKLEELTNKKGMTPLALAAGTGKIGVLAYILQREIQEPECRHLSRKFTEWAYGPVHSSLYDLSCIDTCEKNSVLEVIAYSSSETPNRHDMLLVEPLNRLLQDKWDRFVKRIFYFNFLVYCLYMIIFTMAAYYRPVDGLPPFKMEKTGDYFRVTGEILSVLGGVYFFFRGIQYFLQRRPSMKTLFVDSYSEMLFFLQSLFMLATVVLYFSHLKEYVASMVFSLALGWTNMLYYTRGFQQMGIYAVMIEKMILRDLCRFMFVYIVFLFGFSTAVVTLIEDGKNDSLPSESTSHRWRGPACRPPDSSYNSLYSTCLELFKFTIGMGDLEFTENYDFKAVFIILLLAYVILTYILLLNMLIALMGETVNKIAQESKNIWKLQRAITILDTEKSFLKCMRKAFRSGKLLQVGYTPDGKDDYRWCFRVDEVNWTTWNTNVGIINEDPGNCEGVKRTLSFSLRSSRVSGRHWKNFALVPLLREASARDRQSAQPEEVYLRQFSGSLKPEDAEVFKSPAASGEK
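Fluo-8 calcium influx in TRPV1-expressing cells, kinetic read (ex 480/em 520 nm). Compound added and read 3 min for agonist activity, followed by capsaicin at EC20 final and 2 min further read for enhancement.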
BRCA1 expr up: qHTS Assay to Identify Small Molecule Activators of BRCA1 Expression; MCF7-BRCA1-FFLuc reporter, luminescence, 48 h; response scale: scaled: vehicle 0%, 10 µM genistein 100%; Potency, µM (highest dose often 46.1 µM), for the others: top-dose activation, usual class: activators; 1.1% of 380,000 active; AID 624202, 2012; further: potency means the concentration at half of the fitted maximal effect; nearly all actives have a fitted effect of over 80% in size; some results filed as inactive show a strong effect at the top dose
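Reporter cells (MCF7, BRCA1 promoter-firefly luciferase) received library compounds across a concentration series for 48 h. End-point luminescence was measured and concentration-effect curves derived after normalization.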
p53 reactivation: qHTS assay for re-activators of p53 using a Luc reporter; H1299 p53-A138V BP100-luciferase reporter, luminescence, 24 h; Potency, µM (titrated, usually from 92.2 µM), for inactives: at the top dose activity change, positive = activation, most hits filed as activators; 0.063% of 320,000 active; AID 504706, 2011; further: potency means the concentration at half of the fitted maximal effect; % of control where 0% means no effect; nearly all actives have a fitted effect of over 45% in size
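p53-null H1299 cells stably carrying temperature-sensitive p53-A138V and a BP100-luciferase reporter were pinned with compounds (4-point, 1:5 series) and held 24 hrs at 37 deg C. Luminescence was read 10 min after detection reagent.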
Integrin act MD: qHTS for Activators of Integrin-Mediated Alleviation for Muscular Dystrophy | alpha7betagal myoblasts, beta-gal FDG fluorescence, 48 h | Potency, µM (series often up to 38.3 µM), for inactives: at the highest dose activation, actives largely listed as activators | 0.064% of 350,000 active;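 further: potency means the concentration at half of the fitted maximal effect; 100% = response of the positive control SU9516; nearly all actives have a fitted effect of over 60% in size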
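Alpha7betagal+/- myoblasts (passage 13) were plated 16-24 hr, then exposed to compounds (1:260 dilution of DMSO stock) for 48 hours at 37C. After MPER lysis, β-galactosidase reporter activity was read as FDG fluorescence (ex 480/em 540) after 30 minutes.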
ELG1 repair inh: qHTS screen for small molecules that inhibit ELG1-dependent DNA repair in human embryonic kidney (HEK293T) cells expressing luciferase-tagged ELG1; HEK293T ELG1-luciferase reporter, luminescence, 16 h; DNA damage induced by 5-fluorouridine; Potency, µM (top dose mostly 46.1 µM), without a hit: top-dose activity change, negative = inhibition, usual class: inhibitors; 2.3% of 330,000 active; further: potency means the concentration at half of the fitted maximal effect; on the % scale 0 is the no-effect control and ±100 the full control effect; nearly all actives have a fitted effect of over 55% in size
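Cells (2,000 per well) received 5-fluorouridine plus test compound or DMSO and were incubated 16 hr at 37 °C, 5% CO2. Luciferase activity was read by luminescence 30 min after ONE-Glo addition; signal suppression marked inhibition of damage-induced ELG1 function.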
PTAP TSG101 blk: qHTS Assay for Iinhibitors of HIV-1 Budding by Blocking the Interaction of PTAP/TSG101; Fluorescence polarization, FITC-PTAP peptide / Tsg101 binding; Potency, µM (doses to about 115 µM), for the others: at the top dose activity change, negative = inhibition, usual class: inhibitors; AID 493005, 2010; 340,000 tested, under 10 active; active means well fitted inhibition curve with a large enough effect in the main read-out, with a control signal flat, not every such curve was filed as active; inconclusive means small, poorly fitted or top-dose-only effect, or effect the other way, or a change in a side signal; inactive means no such curve, though single readings can be large or run the other way; further: potency means the concentration at half of the fitted maximal effect; % of control where 0% means no effect
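Steps: Tsg101 binding domain dispensed (10 uM final), compounds pinned in DMSO, FITC-labeled PTAP-motif peptide added (50 nM final); after 20 min binding at room temperature, polarization measured.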
The depositor's hits bear a star; [ ] = another dose, or the depositor's remark. Unless noted, the call rests on the fitted dose curve; in most records, active means well fitted curve in the direction sought with a large enough effect; inconclusive means small, poorly fitted or top-dose-only effect, or another doubt; inactive means no such curve, though single readings can be large; an effect the other way counts as inactive or inconclusive.

How did CC(C)CC(NC(=O)OC(C)(C)C)C(=O)NC(C(=O)NC(C)C(N)=O)C(C)C (stereo unspecified) do in these assays?
CXXC DNA block: 1%; A-T KAP1 phos: 0%; TCR act: 1%; B2AR arrestin: -0.1%; TRPV1 ag: 3; BRCA1 expr up: 5%; p53 reactivation: 0%; Integrin act MD: 23%; ELG1 repair inh: 1%; PTAP TSG101 blk: -4%

How did COc1ccc(NC(=O)C2CCN(C(=O)c3ccc(OC)cc3)CC2)cc1 do in these assays?
CXXC DNA block: -27%; A-T KAP1 phos: 2%; TCR act: -3%; B2AR arrestin: -0.6%; TRPV1 ag: -1; BRCA1 expr up: 11%; p53 reactivation: 5%; Integrin act MD: -2%; ELG1 repair inh: inconclusive; PTAP TSG101 blk: 0%

Results for NNC(=O)c1cccc(COc2ccc(Br)cc2)c1 ?
CXXC DNA block: 9%; A-T KAP1 phos: 8%; TCR act: 1%[46.1 µM]; B2AR arrestin: -0.1%; TRPV1 ag: inconclusive; BRCA1 expr up: inconclusive; Integrin act MD: -3%; ELG1 repair inh: inconclusive; PTAP TSG101 blk: -3%

How did Cc1ccc(S(=O)(=O)N2CCOC2CNC(=O)C(=O)NCCCN2CCOCC2)cc1 (stereo unspecified) do in these assays?
CXXC DNA block: 6%; A-T KAP1 phos: 6%; TCR act: -1%; B2AR arrestin: -2.9%; TRPV1 ag: -2; BRCA1 expr up: -10%; p53 reactivation: 4%; Integrin act MD: -19%; ELG1 repair inh: 3%; PTAP TSG101 blk: -2%

Results for Cc1ccc(S(=O)(=O)NCCC(=O)NCc2ccccn2)cc1 ?
A-T KAP1 phos: 2%; TCR act: -1%; B2AR arrestin: -0.7%; TRPV1 ag: 0; BRCA1 expr up: 2%; p53 reactivation: -1%; Integrin act MD: 18%; ELG1 repair inh: 8%; PTAP TSG101 blk: -8%

How did O=C(Cc1ccsc1-c1ccccc1)NO do in these assays?
CXXC DNA block: 1%; A-T KAP1 phos: 1%; TCR act: -6%; B2AR arrestin: -0.1%; TRPV1 ag: -3; BRCA1 expr up: -54%; p53 reactivation: 5%; Integrin act MD: 0%; ELG1 repair inh: -11%; PTAP TSG101 blk: -7%

How did COc1ccc(CCC(=O)Nc2ccc(OC)c(S(=O)(=O)N3CCCCC3)c2)cc1OC do in these assays?
A-T KAP1 phos: 11%; TCR act: 6%; B2AR arrestin: -1.0%; TRPV1 ag: -3; BRCA1 expr up: -16%; p53 reactivation: -4%; Integrin act MD: 0%; ELG1 repair inh: inconclusive; PTAP TSG101 blk: 0%

How did CN(CC(=O)Nc1ccccc1Cl)C(=O)COC(=O)c1cc(S(=O)(=O)N(C)C)ccc1N1CCCC1 do in these assays?
A-T KAP1 phos: -3%; TCR act: 6%; B2AR arrestin: -0.3%; TRPV1 ag: 1; BRCA1 expr up: 4%; p53 reactivation: 3%; Integrin act MD: 14%; ELG1 repair inh: -5%; PTAP TSG101 blk: 0%

How did Cc1ccc(C(=O)NC2CCN(S(=O)(=O)c3ccccc3F)CC2)cc1 do in these assays?
CXXC DNA block: 17%; A-T KAP1 phos: -2%; B2AR arrestin: -0.2%; TRPV1 ag: inconclusive; BRCA1 expr up: 25%; p53 reactivation: 6%; Integrin act MD: -25%; ELG1 repair inh: -12%; PTAP TSG101 blk: 3%

Results for COc1ccc2sc(N(CCCN(C)C)C(=O)c3ccc(C(=O)c4ccccc4)cc3)nc2c1 ?
A-T KAP1 phos: -6%; B2AR arrestin: 0.1%; TRPV1 ag: -1; BRCA1 expr up: -8%; p53 reactivation: 10%; Integrin act MD: -19%; ELG1 repair inh: -8%; PTAP TSG101 blk: -3%

How did C/C(=N/NC(=O)c1ccccn1)c1c[nH]c2ccccc12 do in these assays?
CXXC DNA block: -9%; A-T KAP1 phos: 0%; TCR act: -4%; B2AR arrestin: 0.0%; TRPV1 ag: 1; BRCA1 expr up: 7.1µM*; p53 reactivation: 9%; Integrin act MD: inconclusive; ELG1 repair inh: inconclusive; PTAP TSG101 blk: -1%

What do the screens show for `CN(C(=S)Oc1ccc(C(=O)Nc2ccccc2)cc1)c1ccccc1`?
CXXC DNA block: 24%; A-T KAP1 phos: 3%; TCR act: 2%[46.1 µM]; B2AR arrestin: 2.2%; TRPV1 ag: inconclusive; BRCA1 expr up: -34%; p53 reactivation: 2%; Integrin act MD: inconclusive; ELG1 repair inh: 18µM*; PTAP TSG101 blk: -4%

How did COCCN(Cc1cc2ccc(C)cc2n2nnnc12)Cc1nnnn1C(C)(C)C do in these assays?
CXXC DNA block: -4%; A-T KAP1 phos: 2%; TCR act: 4%[46.1 µM]; B2AR arrestin: -2.6%; TRPV1 ag: -1; BRCA1 expr up: -17%; p53 reactivation: 7%; Integrin act MD: 0%; ELG1 repair inh: -18%; PTAP TSG101 blk: -5%

What do the screens show for `O=C(Nc1nc(-c2ccc(F)cc2)cs1)c1ccc(N2C(=O)CCC2=O)cc1`?
CXXC DNA block: 36%[activator]; A-T KAP1 phos: 12%; TCR act: 1%; B2AR arrestin: -0.7%; TRPV1 ag: -1; BRCA1 expr up: 0%; p53 reactivation: -2%; Integrin act MD: 6%; ELG1 repair inh: -4%; PTAP TSG101 blk: -5%

What do the screens show for `CCOc1[nH]n(-c2ccc(Cl)cc2)c(=O)c1C=Nc1ccc(OC)cc1`?
CXXC DNA block: 0%; A-T KAP1 phos: 3%; TCR act: 1%; B2AR arrestin: -0.6%; TRPV1 ag: -4; BRCA1 expr up: -23%; p53 reactivation: 5%; Integrin act MD: 13%; ELG1 repair inh: -3%; PTAP TSG101 blk: 0%

How did CCc1ccc2[nH]c(=O)c(CN(Cc3ccccc3OC)C(=O)Nc3ccccc3OC)cc2c1 do in these assays?
CXXC DNA block: 15%; A-T KAP1 phos: 2%; TCR act: -15%; B2AR arrestin: -0.2%; TRPV1 ag: 5; BRCA1 expr up: -63%; p53 reactivation: -4%; Integrin act MD: 10%; ELG1 repair inh: 23µM*; PTAP TSG101 blk: -8%

How did COc1cc(C2C(C#N)=C(N)N(Nc3ccccc3)C3=C2C(=O)CC(C)(C)C3)ccc1OCc1ccccc1 (stereo unspecified) do in these assays?
CXXC DNA block: -15%; A-T KAP1 phos: -5%; TCR act: -3%; B2AR arrestin: -1.2%; TRPV1 ag: 2; BRCA1 expr up: -69%; p53 reactivation: inconclusive; Integrin act MD: -11%; ELG1 repair inh: inconclusive; PTAP TSG101 blk: -6%

Results for CC(=O)c1ccc(Sc2ccc(C(C)=O)cc2)cc1 ?
CXXC DNA block: -13%; TCR act: -12%[46.1 µM]; B2AR arrestin: 0.3%; TRPV1 ag: -2; BRCA1 expr up: 53%; p53 reactivation: inconclusive; Integrin act MD: -27%; ELG1 repair inh: inconclusive; PTAP TSG101 blk: -2%

What do the screens show for `CCn1c(SCC(=O)NCc2ccccc2)nc2c(c1=O)SC(C)C2` (stereo unspecified)?
CXXC DNA block: 7%; A-T KAP1 phos: 13%; TCR act: 0%; B2AR arrestin: 0.0%; TRPV1 ag: 11; BRCA1 expr up: 0%; p53 reactivation: 0%; Integrin act MD: -15%; ELG1 repair inh: inconclusive; PTAP TSG101 blk: -2%

Structures shown so far that contain a Cl atom (2):
How did CN(CC(=O)Nc1ccccc1Cl)C(=O)COC(=O)c1cc(S(=O)(=O)N(C)C)ccc1N1CCCC1 do in these assays?
A-T KAP1 phos: -3%; TCR act: 6%; B2AR arrestin: -0.3%; TRPV1 ag: 1; BRCA1 expr up: 4%; p53 reactivation: 3%; Integrin act MD: 14%; ELG1 repair inh: -5%; PTAP TSG101 blk: 0%

What do the screens show for `CCOc1[nH]n(-c2ccc(Cl)cc2)c(=O)c1C=Nc1ccc(OC)cc1`?
CXXC DNA block: 0%; A-T KAP1 phos: 3%; TCR act: 1%; B2AR arrestin: -0.6%; TRPV1 ag: -4; BRCA1 expr up: -23%; p53 reactivation: 5%; Integrin act MD: 13%; ELG1 repair inh: -3%; PTAP TSG101 blk: 0%
